LEDGF integ inh: blockers of LEDGF/p75-dependent integrase strand transfer – biochemical, TR-FRET, high throughput, primary screen. AID 743269, 2014. inhibition, % at 3.7 µM. HIV-1 integrase (with human LEDGF/p75). TR-FRET IN-LEDGF/p75 DNA integration, Eu/Cy5. 0.64% of 370,000 active;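 active = inhibition above the screen-wide mean plus 3 SD, cut at about 13% in these data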;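 also: signal is the Cy5 over europium emission ratio at 671 and 618 nm; 0% = plate median of compound wells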
rCAG RNA binder: binders of r(CAG) RNA repeats, primary screen, biochemical, fluorescence; r(CAG) RNA repeat, TO-PRO-1 dye displacement fluorescence; 1.3% of 370,000 active; inhibition, % at 3 µM;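 active = inhibition above the plate cutoff, the mean of all test compounds on that plate plus 3 SD, cut at about 35% in these data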;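 also: 0% = DMSO alone and 100% = 100 µM mitoxantrone as full dye displacement; higher means more dye released from RNA so lower well fluorescence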
UHRF1 MBD2 ctr: UHRF1 methylated DNA binding inhibitors, primary screen, counter-screen for MBD2 inhibitor project, biochemical, TR-FRET, human UHRF1, single concentration. E3 ubiquitin-protein ligase UHRF1 (Homo sapiens), Q96T88. UHRF1 binding to methylated oligo. inhibition, % at 4.4 µM. 0.75% of 370,000 active. AID 687016, 2013; in the data active = inhibition above about 21%;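 also: UHRF1 SRA domain binding a hemimethylated CpG hairpin DNA probe; 0% = median of test compound wells and 100% = reference inhibitor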
Target sequence (Q96T88 whole entry, looked up, the tested form may be a part): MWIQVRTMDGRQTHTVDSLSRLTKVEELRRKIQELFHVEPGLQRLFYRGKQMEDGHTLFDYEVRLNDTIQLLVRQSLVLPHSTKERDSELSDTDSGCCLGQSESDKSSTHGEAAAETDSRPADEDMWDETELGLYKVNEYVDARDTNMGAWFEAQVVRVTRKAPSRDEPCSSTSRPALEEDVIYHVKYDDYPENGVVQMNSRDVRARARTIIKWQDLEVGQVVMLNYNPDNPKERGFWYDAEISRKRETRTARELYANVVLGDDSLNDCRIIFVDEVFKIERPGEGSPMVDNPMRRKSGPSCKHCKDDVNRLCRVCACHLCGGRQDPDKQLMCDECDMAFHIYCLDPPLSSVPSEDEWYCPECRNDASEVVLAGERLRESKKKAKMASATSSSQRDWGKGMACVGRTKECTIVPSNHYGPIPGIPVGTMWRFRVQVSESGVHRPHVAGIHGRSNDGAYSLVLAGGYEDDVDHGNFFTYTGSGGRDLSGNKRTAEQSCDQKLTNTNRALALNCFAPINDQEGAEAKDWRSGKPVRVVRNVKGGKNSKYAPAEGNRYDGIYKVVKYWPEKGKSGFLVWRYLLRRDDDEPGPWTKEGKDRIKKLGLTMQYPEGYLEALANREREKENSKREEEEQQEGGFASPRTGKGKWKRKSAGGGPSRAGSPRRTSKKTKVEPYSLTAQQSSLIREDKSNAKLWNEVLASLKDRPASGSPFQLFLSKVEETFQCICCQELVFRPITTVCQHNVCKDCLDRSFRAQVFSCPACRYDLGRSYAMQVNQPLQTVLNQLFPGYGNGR
NR1D1 modulator: modulators of Rev-erb alpha DNA binding, primary screen, biochemical, FITC-DNA, fluorescence polarization, uHTS; activity, % at 10 µM; Nuclear receptor subfamily 1 group D member 1 (Homo sapiens), P20393; Rev-erbα–FITC-DNA binding, 90 min; AID 1259318, 2017; 0.79% of 370,000 active;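 active = activity above about 14%, limit read from the data; passing the limit was not always enough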;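 also: 0% = DMSO wells with 35 nM protein and 100% = DMSO wells with 750 nM protein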
mABHD4 FP: ABHD4 inhibitors, primary screen, biochemical, fluorescence polarization, mouse; purified mABHD4, FP-Rh probe fluorescence polarization; inhibition, % at 8.92 µM; 0.54% of 370,000 active; (Lyso)-N-acylphosphatidylethanolamine lipase (Mus musculus), Q8VD66;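 active = inhibition exceeding the mean over every tested compound plus 3 SD, cut at about 30% in these data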;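 also: 0% = plate median of compound wells and 100% = S159A mutant with DMSO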
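assay system = mABHD4 protein | compound dosing = single nominal dose of 8.92 µM, 0.89% DMSO final | read-out basis = percent inhibition of probe binding, normalized to plate controls | schedule = Enzyme–compound pre-incubation 45 min, then probe 60 min, both 25 °C | detection = fluorescence polarization, excitation 525 nm, emission 598 nm, BODIPY TMR filters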
TCR CD3 inh: inhibitors of human TCR-CD3 interaction, primary screen, biochemical, fluorescence, TAMRA-labeled TCR probe; 0.37% of 360,000 active; T-cell receptor (TCR); inhibition, % at 9.4 µM; in the data active = inhibition above about 19%;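 also: recombinant mutant TCR 2C K166C tagged with TAMRA read by polarization; 0% = receptor in buffer alone and 100% = receptor with positive control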
PG9 Ab binder: binders of HIV-1 gp120 antibody PG9, primary screen, biochemical, TR-FRET. HIV-1 gp120 / PG9 antibody interaction. TR-FRET gp120-PG9 antibody binding. inhibition, % at 6.7 µM. 0.43% of 360,000 active. AID 624416, 2012; in the data active = inhibition above about 8.5%
PRMT1 FP inh: PRMT1 methyltransferase inhibitors, primary screen, biochemical, fluorescence polarization. inhibition, % at 2.79 µM. AID 652257, 2013. recombinant PRMT1, activity-based probe fluorescence polarization. 1.3% of 370,000 active;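 active = inhibition above about 21% made by adding two undisclosed values, limit read from the data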
HTRA1 inh: HTRA1 serine protease inhibitors, primary screen, biochemical, fluorescence polarization, HTS; recombinant HTRA1, FP-rhodamine activity-based probe; 0.5% of 340,000 active; Q92743; inhibition, % at 5.96 µM; AID 504803, 2011; in the data active = inhibition above about 36%;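 also: 0% = enzyme with DMSO and 100% = wells lacking enzyme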
MBD2 inh: inhibitors of MBD2 binding to methylated DNA, primary screen, biochemical, TR-FRET, DNA-binding domain, human | MBD2 binding to methylated oligonucleotide | inhibition, % at 4.4 µM | 0.31% of 370,000 active; in the data active = inhibition above about 13%
An asterisk follows results filed as active; nt = no result given; ! = repeats disagree.

SMILES	LEDGF integ inh	rCAG RNA binder	UHRF1 MBD2 ctr	NR1D1 modulator	mABHD4 FP	TCR CD3 inh	PG9 Ab binder	PRMT1 FP inh	HTRA1 inh	MBD2 inh
O=C(Nc1cc(C(F)(F)F)ccc1N1CCOCC1)c1ccncc1	-1	5	1	-8	1	3	0.5	-1	-3	-2
Cc1cc(C)c(C)c(S(=O)(=O)NCCCN2CCOCC2)c1C	-4	-8	2	1	4	-6	-1.4	1	nt	3
CC1CN(c2nnc(NC(=O)c3ccccc3)s2)CC(C)O1 (stereo not given)	0	-5	0	-2	1	6	-3.7	-1	5	-3
COc1cccc(C(=O)N2CCN(C3CCN(Cc4ccccc4)CC3)CC2)c1OC	-2	-3	10	1	21	-11	0.0	4	-1	4
COC(=O)c1ccccc1SCC(=O)Nc1ccc(N2CCOCC2)cc1	1	0	-1	-10	2	-3	-3.9	-5	7	5
O=C(COc1ccc(Cl)cc1)Nc1ccc2c(c1)OCO2	0	-3	-4	-2	2	5	0.7	-1	3	-1
Cc1cc(C)c(C(=O)CN2C(=O)NC3(CCCCC3)C2=O)cc1C	0	2	-3	8	4	5	1.1	-1	5	4
Cc1nc2ccccc2n1CCCOc1ccccc1	-1	-6	12	9	-2	-1	-0.4	-1	3	5
O=c1c([N+](=O)[O-])c(N2CCCCCC2)c2ccccc2n1-c1ccccc1	0	3	3	0	-10	6	1.9	2	-5	5
COc1ccc(NS(=O)(=O)c2ccc(NC(C)=O)cc2)nn1	-3	2	1	0	4	-3	-1.3	-3	nt	7
CCCC(c1nnnn1C(C)(C)CC)N1CCN(C(=O)c2ccco2)CC1 (stereo not given)	0	-3	0	2	-2	5	-0.3	0	1	0
Cc1ccc(OC(C)C(=O)Nc2ncc(Cl)cc2Cl)c([N+](=O)[O-])n1 (stereo not given)	-1	1	-6	6	-2	3	3.3	-2	2	0
COc1cc(NC(=O)C2CCCN(S(=O)(=O)c3ccc4c(c3)oc(=O)n4C)C2)cc(OC)c1 (stereo not given)	2	6	2	-1	-8	-7	-0.6	-5	4	1
Cc1noc(C)c1COc1ccc(C(=O)OCC(=O)NC23CC4CC(CC(C4)C2)C3)cc1	-1	-2	10	-1	-3	10	1.9	2	-38	0
Cc1nn(-c2ccccc2)c(Cl)c1C(=O)Nc1nnc(C2CCCCC2)s1	1	-2	6	-2	6	-6	-0.4	3	6	0
O=C(c1ccc(F)cc1)C1CCN(C(=O)c2c(F)cccc2F)CC1	0	-5	3	3	4	-7	-0.9	4	-4	-5
CCCC(=O)OC12CCCN(C1)/C(=C/c1ccc(OC)cc1)C2 (stereo not given)	0	0	-2	2	5	nt	nt	-2	nt	0
COc1ccc(Cl)cc1N(CC(=O)Nc1ccccc1C(=O)N1CCOCC1)S(C)(=O)=O	2	-3	2	2	-4	-3	-2.3	-1	-3	-2
COc1ccc(S(=O)(=O)NCC(=O)N(CC(=O)NC(C)(C)C)Cc2cccs2)cc1	2	-4	6	nt	-3	-10	-0.7	10	-1	8
O=[N+]([O-])c1ccc(NC(=S)N2CCOCC2)cc1	0	2	6	-4	5	7	-0.5	-2	3	-7
CC1=NN(C(=O)c2ccc(C)o2)C(O)(c2ccccc2)C1 (stereo not given)	-2	1	1	-6	4	2	0.5	0	6	3
O=C(O)Cn1cnc2c(=S)nc[nH]c21	3	-3	0	1	0	-3	-2.8	3	3	-5
COc1cccc(-c2cc(C(=O)NCCCN3CCOCC3)no2)c1	3	-1	-3	3	5	2	-0.9	0	1	-5
C=CCC(CC=C)(NC(=O)c1cccc(C)c1)c1ccccc1	-1	-2	0	0	0	4	-3.0	1	-10	0
COc1ccc(-c2cc(-c3cc(C)ccc3O)[nH]n2)cc1	1	15	0	4	-16	0	-1.7	0	-41	-4
COCCOC(=O)N1CCCCC1c1cc(C(=O)NCc2ccc(Cl)c(Cl)c2)no1 (stereo not given)	-1	0	3	-1	-14	-9	2.2	2	nt	3
COc1ccc(-c2ccc(CCC(=O)O)n2-c2ccccc2OC)cc1	2	-1	0	3	-5	1	-1.5	1	6	4
O=C(Nc1ccc(F)cc1)C1CCCN1S(=O)(=O)c1cccc2nsnc12 (stereo not given)	-2	5	-2	-1	6	7	-1.5	0	9	-3
Cc1ccc(C(=O)OCC(=O)Nc2cc(S(=O)(=O)N3CCOCC3)ccc2C)cc1	0	-2	2	-1	-3	-5	-0.5	-1	2	2
CCCSc1ccc([C@@H]2[C@@H]3C(=O)N(C)C(=O)[C@@H]3[C@]3(C(=O)OC)CCCCN23)cc1OC	3	-3	3	4	-9	-1	-2.3	0	-6	6
O=C(C1CCOCC1)N1CCCC(N2CCN(c3cccc(C(F)(F)F)c3)CC2)C1 (stereo not given)	0	-5	-2	3	3	1	-1.6	1	12	-1
CC(=NNC(=S)N1CCN(c2ccccn2)CC1)c1ccccn1	-1	11	2	7	3	-5	-1.4	5	9	1
COc1cccc(CC2(CO)CCCN(Cc3cn(C)c4ccccc34)C2)c1 (stereo not given)	-2	0	0	4	2	4	-2.9	0	2	-3
CCOc1cc(N2CCOCC2)c(OCC)cc1NC(=O)COC(=O)COc1ccc(C#N)cc1	-3	-7	0	1	-4	-3	-4.4	1	-15	1
COC(=O)N/N=C/c1cc(Cl)cc(Cl)c1OCc1ccc(F)cc1	-2	-2	0	-1	-3	2	-1.7	-4	-5	2
COc1ccc(CC(=O)OCC(=O)Nc2ccc3c(c2)OCCO3)cc1OC	2	-5	3	-5	-6	5	-2.0	-2	7	1
O=C(c1cccc([N+](=O)[O-])c1)N1CCN(c2n[nH]c(=O)[nH]c2=O)CC1	1	1	2	5	4	-4	-1.0	-1	0	-1
Cc1cccc(C)c1NC(=O)c1cc(-c2ccccn2)nc2ccccc12	-8	0	-1	-6	-2	-5	0.9	1	-3	2
CC1CCC2(CC1)NC(=O)N(CC(=O)c1ccc[nH]1)C2=O (stereo not given)	-1	0	1	2	-3	1	-1.2	-2	9	5
COC(=O)c1ccc(N=NNc2ccc(C(=O)OC)cc2)cc1	2	6	2	4	-10	-3	-1.4	-5	-3	-5
COc1ccc(/C=C/C(=O)NC(=S)NNC(=O)c2cc(OC)c(OC)c(OC)c2)cc1OC	2	27	-6	1	-4	0	0.8	-12	nt	-7
CC(c1ccon1)N(C)C(=O)CCc1nnc(CCCCc2ccccc2)o1 (stereo not given)	-5	-6	1	2	-1	2	0.5	0	3	1
CN(C)S(=O)(=O)c1ccc(N2CCCC2)c(C(=O)Nc2ccc(F)cc2F)c1	7	-1	0	3	-1	1	-3.1	-1	3	-2
CC(C)CNc1ncnc2c1ncn2[C@H]1CN(C2CCCC2)C[C@@H](CO)O1	-3	0	2	-2	0	-14	1.6	0	nt	0
O=C1CCC(C(=O)N2CCC(CO)(Cc3ccc(Cl)cc3)CC2)=NN1	0	-2	-2	-3	4	1	-1.3	0	5	2
O=C(C1CCCCC1)N1CCC2CC1c1cc(-c3ccc4c(c3)OCO4)ccc12 (stereo not given)	-1	8	-3	-5	9	-2	-0.8	-1	nt	3
COc1ccc(C(CCN2CCN(c3ccccc3)CC2)c2c(O)cc(OC)cc2OC)cc1 (stereo not given)	1	-2	-5	1	1	7	1.4	-5	-13	3
Cc1cc2oc(=O)cc(CN3CCN(C/C=C/c4ccccc4)CC3)c2cc1O	-2	-1	0	-6	8	9	-0.1	-4	-13	-2
CCN(C(=O)COC(=O)CCC(=O)c1cccs1)c1c(N)n(Cc2ccccc2)c(=O)[nH]c1=O	0	3	-2	1	2	11	0.7	-3	0	-4
CCOc1ccc(NC(=O)CN(C)C(=O)c2c(C)nn(Cc3ccccc3Cl)c2C)cc1OCC	-3	3	0	-1	-1	3	0.9	-3	9	1
Oc1ccc2ccccc2c1CNc1ccc2ccccc2c1	0	23	-6	1	40*	8	-0.7	25*	24	3
COC(=O)c1ccc(CSc2nc3sc(C)c(C)c3c(=O)[nH]2)cc1	0	0	0	-5	6	2	-0.2	-3	4	0
CC1CCN(C(=O)c2[nH]cnc2C(=O)Nc2ccon2)CC1	2	-1	1	1	-1	5	-2.6	2	-5	3
CC1(C)C(=O)CC[C@]2(C)C3C(=O)C=C4[C@H]5C[C@@](C)(C(=O)O)CC[C@]5(C)CC[C@]4(C)[C@]3(C)CC[C@@H]12 (stereo not given in full)	0	1	4	2	3	7	-0.9	-2	6	-3
NC(=S)N/N=C/c1coc2ccc(F)cc2c1=O	5	3	-1	2	0	-8	-1.6	-1	nt	0
CCOc1ccc(Nc2ncnc3ccc([N+](=O)[O-])cc23)cc1	-2	-1	-4	-2	12	7	-0.3	-4	0	0
CC(=O)OCC(=O)N1N=C(c2ccc3ccccc3c2)CC1c1ccccc1 (stereo not given)	2	0	-3	0	-4	2	-1.0	-3	5	-3
CN(CC(=O)N1CCCc2c1c(=O)oc1ccc(O)cc21)Cc1ccccc1	0	-2	-4	-8	4	-5	-0.6	1	1	-2
C#CCOCCOCCOCCNc1nc(N2CCN(C(=O)C([C@@H](C)CC)n3cc(C(N)COC(=O)C(F)(F)F)nn3)CC2)nc(N2CCN(C(=O)C([C@@H](C)CC)n3cc(C(N)CC(C)C)nn3)CC2)n1 (stereo not given in full)	-1	-7	13	-1	-2	7	-0.9	2	nt	2
CC(=O)N1CCC2(CC1)C(C#N)=C(N)Oc1n[nH]c(C)c12	4	1	-9	-1	-1	2	-4.3	-1	1	-4

By substructure, those above containing a furan ring, fused or not
SMILES	LEDGF integ inh	rCAG RNA binder	UHRF1 MBD2 ctr	NR1D1 modulator	mABHD4 FP	TCR CD3 inh	PG9 Ab binder	PRMT1 FP inh	HTRA1 inh	MBD2 inh
CCCC(c1nnnn1C(C)(C)CC)N1CCN(C(=O)c2ccco2)CC1 (stereo not given)	0	-3	0	2	-2	5	-0.3	0	1	0
CC1=NN(C(=O)c2ccc(C)o2)C(O)(c2ccccc2)C1 (stereo not given)	-2	1	1	-6	4	2	0.5	0	6	3

(more compounds)
SMILES	LEDGF integ inh	rCAG RNA binder	UHRF1 MBD2 ctr	NR1D1 modulator	mABHD4 FP	TCR CD3 inh	PG9 Ab binder	PRMT1 FP inh	HTRA1 inh	MBD2 inh
CCOC(=O)C1=CCC(C(C)(C)C)N(S(=O)(=O)c2ccc(C)cc2)C1 (stereo not given)	-2	0	2	5	5	0	1.6	5	nt	2
Cc1nc2nc(C)n(-c3ccccc3)c2s1	4	5	-3	-8	2	2	0.1	5	4	3
O=C(COC(=O)c1cc(Cl)ccc1Cl)NCCN1C(=O)CSC1=O	-2	3	0	0	1	10	-0.6	-3	4	-1
COc1ccc(C2=NOC(Cn3nc(C(=O)NCc4cccc(Br)c4)cc3-c3ccccc3)C2)cc1 (stereo not given)	-1	-1	-2	3	6	1	-0.3	-1	-1	-2
CC/C(=C(/CC)c1ccc(O)cc1)c1ccc(O)cc1	-2	1	0	31*!	-19	2	-0.8	-2	10	2

Screens (PubChem BioAssay)

The list is partial, so the mix of outcomes need not match the whole.
